# NR2F2 inh: NR2F2 transcriptional activity inhibitors, primary screen, cell-based, luciferase reporter, HEK293T, luminescence. inhibition, % at 8.6 µM. HEK293T NGFI-A luciferase reporter. COUP transcription factor 2 (Homo sapiens), P24468. AID 686940, 2013. 370,000 compounds, 0.7% hits;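 active means inhibition above a per-plate cutoff, mean inhibition of test wells between control levels plus 3 SD, cut at about 38% in these data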;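 further: cells cotransfected with COUP-TFII expression vector driving the NGFI-A reporter; 0% = median of COUP-TF2 test wells and 100% = reporter-only cells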
# Exocytosis inh: LAMP-1 surface exposure blockers, TALL-104 cells – cell-based, flow cytometry, MLPCN library, primary screen | TALL-104 LAMP-1 surface exposure; cells stimulated with thapsigargin and PMA | inhibition, % at 10 µM | 360,000 compounds, 0.66% hits;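 active means inhibition above about 55%, limit read from the data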
# SRC3 inh: SRC3 coactivator transcriptional activity inhibitors, primary screen, cell-based, luminescence. Nuclear receptor coactivator 3 (Homo sapiens), Q9Y6Q9. HEK293 GAL4-SRC3 luciferase reporter. inhibition, % at 3.6 µM. 360,000 compounds, 0.17% hits. AID 588352, 2011;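 active means inhibition above a per-campaign cutoff, the mean of all compounds plus 3 SD, cut at about 60% in these data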;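 further: 0% = DMSO-treated cells and 100% = gossypol-treated cells at 36 µM; higher means less SRC3-driven luciferase light from the GAL4 reporter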
# SRC1 inh: SRC1 coactivator transcriptional activity inhibitors, primary screen, cell-based, luminescence. Nuclear receptor coactivator 1 (Homo sapiens), Q15788. HEK293 GAL4-SRC1 luciferase reporter. inhibition, % at 3.6 µM. 360,000 compounds, 0.12% hits;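 active means inhibition above the campaign mean plus 3 SD, with each screening campaign given its own cutoff, cut at about 60% in these data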;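 further: 0% = DMSO treated cells and 100% = gossypol at 36 µM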
# ABHD5 PLIN5 PPI: ABHD5-PLIN5 interaction inhibitors, primary screen, cell lysate, split luciferase complementation, luminescence; Perilipin-5 (Homo sapiens) + 1-acylglycerol-3-phosphate O-acyltransferase ABHD5 (Homo …; Split G. princeps luciferase complementation, 4 h; inhibition, % at 4 µM; 360,000 compounds, 0.78% hits; AID 602281, 2012;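 active means inhibition above the mean inhibition across every tested compound plus 3 SD, cut at about 22% in these data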;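 further: 0% = DMSO only wells and the 100% control is not disclosed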
# TLR9-MyD88 inh: inhibitors of TLR9-MyD88 association in cells, primary screen, cell-based, CHO, BLA complementation, fluorescence; Toll-like receptor 9 (Homo sapiens) + Myeloid differentiation primary response protein …; CCF4 FRET ratio; inhibition, % at 4.98 µM; 340,000 compounds, 0.21% hits; AID 504734, 2011;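 active means inhibition above the mean over all tested compounds plus 3 SD, cut at about 21% in these data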;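 further: 0% = DMSO only wells and 100% = clavulanate BLA inhibitor control wells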
# TWEAK-Fn14 inh: inhibitors of TWEAK-Fn14 signaling, primary screen, luciferase reporter cells, uHTS; 360,000 compounds, 2% hits; inhibition, % at 10 µM; TWEAK-stimulated Fn14 reporter cells, luciferase luminescence, 8 h; in the data active means inhibition above about 50%
# TROY signal inh: inhibitors of TROY-driven NF-kB signaling, primary screen, Q293 LMP1-TROYcd cells, NF-kB luciferase, uHTS. AID 1347056, 2019. 360,000 compounds, 0.98% hits. Q293 LMP1-TROYcd NF-kB luciferase reporter, 4 h. inhibition, % at 10 µM;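 active means compounds whose plate-normalised and pattern-corrected inhibition of the luciferase reporter signal at the single screening dose is 50% or more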
# NCOA2 inhibitor: inhibition of GAL4-SRC2 driven luciferase reporter, primary screen, SRC2 inhibitor project, cell-based, luminescence | AID 651957, 2012 | Nuclear receptor coactivator 2 (Homo sapiens), Q15596 | HEK293 GAL4-SRC2 luciferase reporter | 370,000 compounds, 0.17% hits | inhibition, % at 9 µM;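 active means inhibition above the mean inhibition of all tested compounds plus 3 SD, set per campaign, cut at about 52% in these data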;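 further: 0% = DMSO treated cells and 100% = cells given Gossypol at 36 µM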
# NR5A2 inv ag: LRH-1 (NR5A2) inverse agonists, primary screen, cell-based, luminescence, HEK293T, StAR-luciferase reporter. Nuclear receptor subfamily 5 group A member 2 (Homo sapiens), O00482. LRH-1 transfected, 24 h. inhibition, % at 3.6 µM. 360,000 compounds, 0.13% hits;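 active means inhibition above the mean inhibition of all tested compounds plus 3 SD, cut at about 73% in these data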;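 further: 0% = DMSO wells and 100% = reporter-only cells lacking LRH-1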
# NOD2-RIPK2 inh: NOD2-RIPK2 binding disruptors in cells, primary screen, fluorescence, CHO cells, BLA complementation; Receptor-interacting serine/threonine-protein kinase 2 (Homo sapiens), O43353; CCF4 ratio; inhibition, % at 4.98 µM; 360,000 compounds, 0.38% hits; in the data active means inhibition above about 21%;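 further: 0% = vehicle only and 100% = reference blocker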
# Numbers without * were called inactive; . = not tested or not shown.
SMILES,NR2F2 inh,Exocytosis inh,SRC3 inh,SRC1 inh,ABHD5 PLIN5 PPI,TLR9-MyD88 inh,TWEAK-Fn14 inh,TROY signal inh,NCOA2 inhibitor,NR5A2 inv ag,NOD2-RIPK2 inh
CCOC(=O)c1ccccc1NC(=O)CSC(C)C(=O)Nc1cc(C)on1 (stereo not given),6,5,-1,-13,-2,-2,-4,2,0,-10,-1
COC(=O)c1ccc(C2C(C#N)=C(C)NC3=C2C(=O)CC(C)(C)C3)cc1 (stereo not given),-8,-1,-2,-16,2,-11,-10,7,7,0,-9
O=C(Cc1ccc(Br)cc1)NCCc1ccccc1,-15,2,10,-8,-3,-15,2,-5,-17,-30,7
O=C1C(=O)N(CCCN2CCOCC2)C(c2ccc([N+](=O)[O-])cc2)/C1=C(/O)c1ccc2c(c1)OCO2 (stereo not given),-18,-10,5,3,-7,-3,-14,-20,-14,-10,0
C/C(=N/NC(=O)Cc1c(C)[nH][nH]c1=O)c1ccc(O)cc1,7,-4,16,-11,8,8,-3,-23,-1,-6,-5
COc1ccc(CNC(=O)C(NC(C)=O)C(=O)Nc2ccc(C(C)C)cc2)cc1 (stereo not given),6,2,5,8,9,4,9,8,14,8,-5
Cc1ccc(Cl)cc1N(CC(=O)N1CCCCCC1)S(C)(=O)=O,-11,1,14,8,-4,4,-1,-13,-7,-26,1
OC(c1ccccn1)C(O)c1ccccn1 (stereo not given),6,-9,-10,10,0,-8,-7,-2,-11,1,-1
O=C(c1ccccc1)N1CCN(C(=O)N2CCOCC2)CC1,6,-2,10,4,-1,-12,-10,-11,19,-4,-3
CNC(=O)CCn1nc(-c2ccc(C)cc2)c2ccccc2c1=O,.,-8,-2,10,3,-5,8,-7,.,10,0
CC1CCc2sc(C(=O)NNC(=S)NCC3CCCO3)cc2C1 (stereo not given),-16,2,-14,-12,-8,0,-8,-27,-7,-25,-7
CSc1ccccc1OCc1cc(C(=O)NC(C)Cc2cccc(C)n2)no1 (stereo not given),9,3,-27,-38,-3,-6,-15,-16,-3,-27,2
O=C(COC(=O)c1ccc(Cl)nc1)NC(=O)c1ccccc1,9,-3,8,7,2,-9,-8,-4,-9,-17,-3
COc1ccc(CCn2c(=N)c(S(=O)(=O)c3ccccc3)cc3c(=O)n4ccccc4nc32)cc1,-7,37,7,8,3,-1,-26,-30,11,-6,-10
CC(=O)N=C1SC2CS(=O)(=O)CC2N1c1ccccc1Cl (stereo not given),7,-1,-6,-4,-2,5,5,4,18,6,-2
CCOc1ccc(CCNC(=O)c2cnc(C)cn2)cc1OCC,-5,-1,14,-5,8,-2,0,-11,19,5,-8
COc1ccc(-c2nnc3ccc(SCC(=O)NCc4ccco4)nn23)cc1OC,-6,-1,17,-7,2,-11,-16,20,-8,20,3
CN(C)C=NC(=O)c1cc(C(=O)c2ccccc2)c[nH]1,4,13,14,-6,7,0,-13,-20,-9,3,1
Cc1snc2sc(C(=O)c3ccc(F)cc3)c(N)c12,-10,-2,-34,-24,-6,2,-5,-31,-6,-27,-8
CC(C)C(=O)Nc1cccc(NC(=S)NC(=O)c2ccc3c(c2)OCO3)c1,-16,17,-8,-44,-3,-10,-29,-18,-5,-16,-21

# Entries shown so far containing an NH in an aromatic ring (two):
SMILES,NR2F2 inh,Exocytosis inh,SRC3 inh,SRC1 inh,ABHD5 PLIN5 PPI,TLR9-MyD88 inh,TWEAK-Fn14 inh,TROY signal inh,NCOA2 inhibitor,NR5A2 inv ag,NOD2-RIPK2 inh
C/C(=N/NC(=O)Cc1c(C)[nH][nH]c1=O)c1ccc(O)cc1,7,-4,16,-11,8,8,-3,-23,-1,-6,-5
CN(C)C=NC(=O)c1cc(C(=O)c2ccccc2)c[nH]1,4,13,14,-6,7,0,-13,-20,-9,3,1

# More compounds follow:
SMILES,NR2F2 inh,Exocytosis inh,SRC3 inh,SRC1 inh,ABHD5 PLIN5 PPI,TLR9-MyD88 inh,TWEAK-Fn14 inh,TROY signal inh,NCOA2 inhibitor,NR5A2 inv ag,NOD2-RIPK2 inh
COc1ccc(CNC(=O)C2CC(c3ccccc3C(F)(F)F)=NO2)cc1 (stereo not given),6,-6,5,-59,7,-4,-18,-1,3,-3,5
O=C(CC1C(=O)NCCN1CC1CCCCC1)NCCCN1CCOCC1 (stereo not given),-2,-2,21,-17,-1,0,-3,-4,-30,10,-6
CC(C)(C)c1[nH]nc2c1C(c1cccnc1)C(C#N)=C(N)O2 (stereo not given),-2,17,-1,-5,1,-5,-10,7,-21,-1,-6
COc1cc(C=CC(=O)N2CCN(CC(=O)N3CCCC3)CC2)cc(OC)c1OC,20,-10,10,9,-6,2,-11,-5,-3,2,3
CSc1ccccc1C(=O)NC1CCSc2ccccc21 (stereo not given),-13,-12,0,-17,-5,-5,11,-4,7,9,5
Nc1cccc2c(O)cc(S(=O)(=O)O)cc12,.,0,9,14,-10,-13,31,4,.,11,-40
CC1(c2ccccc2)NC(=O)N(CCOc2ccccc2)C1=O (stereo not given),9,-2,-4,-5,-2,-1,5,-4,-11,5,-12
COc1cc(NC(=O)COC(=O)/C=C/c2ccc(OC)c(OC)c2)cc(OC)c1,-6,-6,15,-50,10,-7,-10,-2,-13,3,-11
CC(=O)c1c(C(C)=O)c(C)n(C2CCCCC2)c1C,1,0,5,16,4,-6,-4,22,2,-9,15
COc1ccc2sc(N(CCCN(C)C)C(=O)c3nc4ccccc4s3)nc2c1,-9,-3,-36,-29,3,-3,-2,3,-19,-10,-2
N#Cc1ccc(OCC(=O)NCCCN2CCCC2=O)cc1,-7,0,0,8,-2,-5,6,4,20,-1,-6
Cc1ccc(S(=O)(=O)c2nc(-c3ccc(F)cc3)oc2N2CCOCC2)cc1,-2,8,0,10,6,4,20,10,-16,-2,-9
O=C(NC1CCCCC1)c1nc2c(nnn2Cc2ccccc2Cl)c(=O)[nH]1,-13,2,20,-11,0,-56,7,6,1,-1,5
O=c1cccccc1NN=C1CCCCC1,-45,-2,-75,-66,3,4,-4,-32,-77,-149,-4
O=C(CNC(=O)C1CCCCC1)NC1CCCCC1,-29,-4,-26,-19,1,-7,5,-1,-6,-24,1
Cc1ccc(C2=CSC3=NS(=O)(=O)CCN23)cc1C,-1,2,19,-23,4,-19,-14,5,-2,2,5
Cc1cccn2cc(CCNS(=O)(=O)c3ccc4c(c3)OCCO4)nc12,-6,6,-2,6,-2,1,5,3,27,-7,-4
Cc1ccc(C(CC(=O)c2ccc(Cl)cc2)C(=O)O)cc1 (stereo not given),-1,-1,13,2,0,3,0,15,8,0,-11
C=CCNC(=S)Nc1cccc(NC(=S)NCC=C)c1,2,2,11,11,3,-4,4,5,-6,0,-10
COCCNC(=O)c1c(NC(=O)c2nc(SC)ncc2Cl)sc2c1CCCC2,12,2,-21,7,-2,0,-16,-18,7,8,-4

# Filtered by structure: the compounds so far containing fluorine (3)
SMILES,NR2F2 inh,Exocytosis inh,SRC3 inh,SRC1 inh,ABHD5 PLIN5 PPI,TLR9-MyD88 inh,TWEAK-Fn14 inh,TROY signal inh,NCOA2 inhibitor,NR5A2 inv ag,NOD2-RIPK2 inh
Cc1snc2sc(C(=O)c3ccc(F)cc3)c(N)c12,-10,-2,-34,-24,-6,2,-5,-31,-6,-27,-8
COc1ccc(CNC(=O)C2CC(c3ccccc3C(F)(F)F)=NO2)cc1 (stereo not given),6,-6,5,-59,7,-4,-18,-1,3,-3,5
Cc1ccc(S(=O)(=O)c2nc(-c3ccc(F)cc3)oc2N2CCOCC2)cc1,-2,8,0,10,6,4,20,10,-16,-2,-9

# More entries.
SMILES,NR2F2 inh,Exocytosis inh,SRC3 inh,SRC1 inh,ABHD5 PLIN5 PPI,TLR9-MyD88 inh,TWEAK-Fn14 inh,TROY signal inh,NCOA2 inhibitor,NR5A2 inv ag,NOD2-RIPK2 inh
CCC1(C)COC(C)(CC(=O)NNC(=O)Nc2ccccc2)OC1 (stereo not given),0,8,-20,3,-5,-6,28,-4,6,10,4
COc1ccccc1NS(=O)(=O)c1cc(NC(=O)CN2C(=O)NC3(CCCCC3)C2=O)ccc1C,-17,4,7,-37,2,-5,20,12,29,-21,-1
COC(=O)c1ccc(CSc2nc3cc(Cl)ccc3o2)cc1,18,2,-9,-10,0,-2,3,3,-11,-16,7
CC12CCCCC1C(C(N)=O)C(=O)O2 (stereo not given),-7,-6,-2,-7,7,10,3,1,11,3,-5
Cn1c(=O)c2cc(NC(=O)NCCc3ccccc3)ccc2n1Cc1cccc(C(F)(F)F)c1,24,5,3,0,-4,.,-1,1,0,1,-13
Cc1cccc(C(=O)N2CCN(c3ccc([N+](=O)[O-])c(NCc4ccco4)c3)CC2)c1,15,-2,-11,2,3,-4,4,-30,2,-5,0
O=C(Nc1cccc(Cl)c1)c1nc[nH]c1C(=O)NCCCNC(=O)c1[nH]cnc1C(=O)Nc1cccc(Cl)c1,2,5,2,2,6,-6,19,16,-32,2,-9
O=[N+]([O-])c1c(Nc2ccccc2O)cc(N2CCOCC2)c2nonc12,21,-5,19,18,3,-6,-29,4,14,24,4
O=C(CN1C(=O)COc2ccc(S(=O)(=O)N3CCOCC3)cc21)Nc1cccc(Cl)c1,-8,2,5,5,-9,-4,20,8,-22,17,3
CN(C(=O)CSc1nc2ccc(Cl)cc2[nH]1)C1CCS(=O)(=O)C1 (stereo not given),2,-1,8,0,-2,-13,-7,-13,-3,-6,-51
CC1CCCC(NC(=O)CCCn2c(=S)[nH]c3ccccc3c2=O)C1C (stereo not given),9,1,0,2,-4,-5,-3,13,7,14,-1
COC(=O)c1ccc2nc(-c3cccc(Cl)c3)c(Cc3ccccc3OC)n2c1,-23,1,-22,-27,2,.,-10,-26,-44,-65,-3
CCCNC(=O)CCn1nc(-c2ccccc2)c2ccccc2c1=O,.,4,-1,2,-2,-9,15,20,.,-10,-2
COc1ccc(C(CC(=O)O)NC(=O)Cc2ccccc2)cc1OC (stereo not given),0,16,16,13,5,-8,-5,-3,-31,5,3
Cc1cccc2c1CCCC2=O,3,4,-9,5,5,0,-10,-8,7,-13,-3
CSc1nc2ccc(NS(=O)(=O)c3c(Cl)cccc3Cl)cc2s1,19,0,9,-6,0,8,7,6,-11,-12,-3

# The list is partial (hit frequency here may not be typical).
